High-throughput results from PubChem BioAssay.
Cneo AK release: Cryptococcus neoformans cell lysis inducers, primary screen, AK release luminescence, single concentration | AID 651654, 2012 | C. neoformans lysis, adenylate kinase release luminescence, 4 h; normalised: neutral wells 0, clomiphene wells 100 | 360,000 compounds, 0.2% hits | lysis activity, % at 15 µM;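 active = mean lysis activity across replicates of at least 80%, whatever share of replicates individually reach that level; inactive = mean lysis activity below 80%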
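Assay system: Cryptococcus neoformans yeast cells / Dosing: single-point compound dose / Timing: 4 h at 37 °C static, read 1 h later / Measured by: luminescence of released adenylate kinase using an AK detection reagent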
miR-122 sensor: miR-122 Renilla sensor signal increase in Huh7, primary screen, miR-122 inhibitor project, cell-based, single point, plate reader; Huh7 miR-122 Renilla luciferase sensor, 48 h; neutral wells = 0, positive control = 100; activation (reporter increase), % at 12.5 µM; 340,000 compounds, 0.3% hits;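 active = mean replicate activation score at least 90 and every replicate individually at or above 90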;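 note: higher luciferase means less miR-122 activity so hits act as miR-122 inhibitors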
PGC1a acetyl inh: inhibitors of PGC1a acetylation signal, primary screen, cell-based, U2OS, AlphaScreen, inhibitor mode; AID 651687, 2012; AlphaScreen anti-acetyl-lysine; with virally co-expressed GCN5 acetyltransferase; 350,000 compounds, 0.17% hits; inhibition, % at 15.6 µM;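 active = every replicate shows inhibition of at least 40%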;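 note: 0% = neutral control wells and 100% = positive control wells; some results beyond the cut were filed as inactive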
ERAP1 inh: human ERAP1 aminopeptidase inhibitors, primary screen, biochemical, single point, plate reader. inhibition, % at 10.7 µM. 340,000 compounds, 0.15% hits. recombinant ERAP1, Leu-AMC fluorescence, 60 min. Endoplasmic reticulum aminopeptidase 1 (Homo sapiens), Q9NZ08;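 active = mean replicate inhibition of at least 30%, or all replicates individually reaching that 30% level; inactive = mean below 30% and not every replicate reaching it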;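 note: 0% = neutral control wells and 100% = L-leucinethiol positive control wells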
PglD DTNB: C. jejuni PglD acetyltransferase inhibitors, primary screen, biochemical, DTNB colorimetric, single point; UDP-N-acetylbacillosamine N-acetyltransferase PglD (Campylobacter jejuni); purified PglD enzyme, DTNB colorimetric CoA detection; inhibition, % at 12.5 µM; 360,000 compounds, 0.098% hits; AID 602405, 2012; in the data active = inhibition above about 16%, passing the limit was not always enough; note: strong numbers were not always called active
RAD52 anneal inh: RAD52 DNA annealing inhibitors, primary screen, biochemical, FRET, single point, set 2; recombinant RAD52 DNA annealing, FRET fluorescence; inhibition, % at 18.7 µM; 360,000 compounds, 0.46% hits; AID 651710, 2012;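 active = every replicate showing at least 50% inhibition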
Target sequence (P43351 whole entry, looked up): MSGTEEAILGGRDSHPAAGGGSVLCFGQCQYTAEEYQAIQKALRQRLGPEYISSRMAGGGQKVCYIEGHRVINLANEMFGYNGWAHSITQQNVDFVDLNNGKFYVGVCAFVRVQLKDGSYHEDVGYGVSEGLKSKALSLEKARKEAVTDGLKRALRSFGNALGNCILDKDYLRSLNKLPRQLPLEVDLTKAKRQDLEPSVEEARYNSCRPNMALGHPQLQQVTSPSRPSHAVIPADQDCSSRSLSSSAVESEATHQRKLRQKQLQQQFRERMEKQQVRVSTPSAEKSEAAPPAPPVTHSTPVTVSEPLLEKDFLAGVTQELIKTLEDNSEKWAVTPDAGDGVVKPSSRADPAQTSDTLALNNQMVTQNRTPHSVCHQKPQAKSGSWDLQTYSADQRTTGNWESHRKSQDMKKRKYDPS
E-sel inducer: E-selectin induction in HUVECs, primary screen, imaging, HUVEC, immunofluorescence imaging, single point | P16581 | normalized: neutral wells 0, TNF-alpha wells 100 | activation, % at 7.58 µM | 260,000 compounds, 0.37% hits;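 active = mean E-selectin-positive cell signal at least 10% of the positive control, reached in at least 60% of replicates, without over 20% cell loss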;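 note: in these data hits start at about 27%; measured in HUVEC primary endothelial cells; signal is the percent of cells scored E-selectin positive by PE staining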
Target sequence (P16581 whole entry, looked up): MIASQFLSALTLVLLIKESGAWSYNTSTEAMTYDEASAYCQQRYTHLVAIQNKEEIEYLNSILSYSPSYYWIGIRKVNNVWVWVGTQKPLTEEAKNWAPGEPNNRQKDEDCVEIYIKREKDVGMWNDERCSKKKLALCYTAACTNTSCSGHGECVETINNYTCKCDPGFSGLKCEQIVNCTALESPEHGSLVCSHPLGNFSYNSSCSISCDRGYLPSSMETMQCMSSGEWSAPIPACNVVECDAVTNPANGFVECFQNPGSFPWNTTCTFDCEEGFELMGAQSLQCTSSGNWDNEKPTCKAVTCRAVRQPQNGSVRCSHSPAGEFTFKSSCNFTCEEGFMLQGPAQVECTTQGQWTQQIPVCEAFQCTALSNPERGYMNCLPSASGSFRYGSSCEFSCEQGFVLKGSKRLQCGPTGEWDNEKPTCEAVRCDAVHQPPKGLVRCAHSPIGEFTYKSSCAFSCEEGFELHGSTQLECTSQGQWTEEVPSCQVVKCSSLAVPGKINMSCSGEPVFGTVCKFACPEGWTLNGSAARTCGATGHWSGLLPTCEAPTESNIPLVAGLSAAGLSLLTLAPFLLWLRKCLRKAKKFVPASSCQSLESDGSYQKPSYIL
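System: HUVEC, human umbilical vein endothelial cells; quantity: 3,000 cells/well; buffer or medium: EGM-2 medium, gelatin-coated wells; dosing: single-point compound dose; detection: immunofluorescence imaging; evaluation: % PE-positive cells; benchmarks: TNF-alpha, DMSO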
RAD54 inh: inhibitors of human RAD54 branch migration, primary screen, biochemical, fluorescence, single point; DNA repair and recombination protein RAD54-like (Homo sapiens), Q92698; RAD54 Holliday junction branch migration, FAM/BHQ fluorescence; inhibition, % at 10.4 µM; 360,000 compounds, 0.14% hits;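 active = mean normalized replicate activity at least 40 and at least half of replicates scoring 40 or more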;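 note: 0% = median of neutral control wells and 100% = median of positive control wells; inhibitors cause a drop in the FAM fluorescence signal; in these data hits start at about 50%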
Starred values were filed as active, the others as inactive; x = not tested or not shown; [ ] = remark or other dose.

SMILES	Cneo AK release	miR-122 sensor	PGC1a acetyl inh	ERAP1 inh	PglD DTNB	RAD52 anneal inh	E-sel inducer	RAD54 inh
CCSc1nc(O)cc(=O)n1CC	-1	2	3	-3	-6	-28	0.6	-8
CCN(C(=O)CSc1nc2ccc(O)cc2c(=O)n1-c1ccc(OC)c(OC)c1)C1CCS(=O)(=O)C1 (configuration not stated)	-1	-4	-10	-2	-2	-16	-0.2	9
CCOC(=O)c1ccc(N2C(=O)c3n[nH]c(C)c3C2c2ccc(OC)cc2)cc1 (configuration not stated)	-2	11	6	x	6	x	x	0
Cc1nnc2sc(SCc3ccccc3Cl)nn2c1=O	x	x	5	-3	x	-18	7.5	x
C[C@@H]1CN([C@H](C)CO)C(=O)c2cc(NC(=O)Nc3ccc(C(F)(F)F)cc3)ccc2O[C@H]1CN(C)Cc1ccc(C(F)(F)F)cc1	2	-3[16.7 µM]	3	-1	1	-13	-0.5	-2
CCOc1ccc(S(=O)(=O)N2CCOCC2)cc1NC(=O)CN1C(=O)NC2(CCCC2)C1=O	-2	x	x	0	2	1	x	-2
Cc1cnc(CNC(=O)c2ccc3sc([C@@H]4O[C@H](CO)[C@H](O)[C@H](O)[C@H]4O)nc3c2)cn1	0	4	6	-3	0	-19	0.7	4
Cc1cc2c(cc1C)C(c1ccccc1F)CC(=O)N2 (configuration not stated)	1	14	8	-1	0	-11	x	4
O=C(O)Cc1sc(-c2ccc(C(=O)O)cc2)nc1-c1ccccc1	2	-4	-2	-1	5	-18	x	5
CN(Cc1nc2ccccc2c(=O)[nH]1)C(=O)COc1ccccc1Cc1ccccc1	-3	-6	-2	-2	-1	-3	-0.2	6
Cc1cccc(C(=O)NCCC(=O)NCc2ccccc2Cl)c1	1	-4	1	-2	1	-17	-2.0	13
C[C@H]1CN([C@@H](C)CO)C(=O)Cc2cc(NC(=O)CCCCCC(=O)Nc3ccccc3N)ccc2O[C@@H]1CN(C)S(=O)(=O)c1cn(C)cn1	x	x	2	3	x	13	-0.2	x
N#C[C@H]1[C@@H](c2ccc(/C=C/c3ccccc3)cc2)[C@@H](CO)N1C(=O)C1CCCC1	0	x	-10	1	-4	5	2.3	5
CN1C(=O)c2ccccc2N(C)C1c1cccs1 (configuration not stated)	1	-4	3	x	-11	x	x	-4
COc1ccccc1CNC(=O)C[C@@H]1C[C@@H]2c3cc(NS(C)(=O)=O)ccc3O[C@@H]2[C@H](CO)O1	7	-1[16.7 µM]	5	1	9	0	0.4	6
Cc1ccnc(NS(=O)(=O)c2ccc(NC(=O)c3cccc(Cl)c3)cc2)n1	-2	-9	x	-4	-3	-14	-0.1	-22
C[C@H](CO)N1C[C@H](C)[C@H](CN(C)C(=O)C2CCCCC2)Oc2cc(C#C[C@@H](C)O)ccc2S1(=O)=O	1	-4[16.7 µM]	-5	-3	2	-9	x	-9
CCc1ccc(NC(=O)c2ccc(-n3cncn3)c([N+](=O)[O-])c2)cc1	0	4	-1	2	6	-10	-0.1	4
O=C(c1cc(COc2ccc3ncccc3c2)on1)N1CCC[C@H]1CO	3	-7	-1	1	-5	-6	-0.1	-3
CCCN1C[C@H](C)[C@@H](OC)CN(C)C(=O)c2cc(NC(=O)COC)ccc2OC[C@@H]1C	-2	-10[16.7 µM]	0	x	5	x	0.5	12

Laid out differently: results already given
Each structure is followed by: Cneo AK release, miR-122 sensor, PGC1a acetyl inh, ERAP1 inh, PglD DTNB, RAD52 anneal inh, E-sel inducer, RAD54 inh
- O=C(O)Cc1sc(-c2ccc(C(=O)O)cc2)nc1-c1ccccc1
 : 2, -4, -2, -1, 5, -18, x, 5
- CN(Cc1nc2ccccc2c(=O)[nH]1)C(=O)COc1ccccc1Cc1ccccc1
 : -3, -6, -2, -2, -1, -3, -0.2, 6
- Cc1cccc(C(=O)NCCC(=O)NCc2ccccc2Cl)c1
 : 1, -4, 1, -2, 1, -17, -2.0, 13
- C[C@H]1CN([C@@H](C)CO)C(=O)Cc2cc(NC(=O)CCCCCC(=O)Nc3ccccc3N)ccc2O[C@@H]1CN(C)S(=O)(=O)c1cn(C)cn1
 : x, x, 2, 3, x, 13, -0.2, x
- N#C[C@H]1[C@@H](c2ccc(/C=C/c3ccccc3)cc2)[C@@H](CO)N1C(=O)C1CCCC1
 : 0, x, -10, 1, -4, 5, 2.3, 5

The listing continues.
SMILES	Cneo AK release	miR-122 sensor	PGC1a acetyl inh	ERAP1 inh	PglD DTNB	RAD52 anneal inh	E-sel inducer	RAD54 inh
Cc1ccc(S(=O)(=O)NCCc2nnc3ccc(N4CCOCC4)nn23)cc1	-2	-2	1	7	7	-11	x	-2
COc1nc(SCC(=O)Nc2ccccc2Cl)nc(N(C)C)n1	-1	-8	2	-4	-1	-5	x	10
FC(F)(F)c1ccc(CN2C[C@@H]3C(c4ccccc4)C4(c5cccnc5)CC3(C4)[C@H]2c2ccccc2)cc1 (some centres not stated)	-2	-4	10	-9	-3	-63	-0.1	-6
CCCCCCC(=O)N1CCCC(c2nc(-c3cccc(OC)c3)no2)C1 (configuration not stated)	2	-4	-4	2	-1	3	x	-6
Cc1ccc(NC(=O)C2CCCN(C(=O)c3ccc(Cl)cc3)C2)cc1C (configuration not stated)	-1	x	6	-1	-10	-16	-2.4	3
CCOC(=O)N1CCN(C(=O)c2ccc(N(Cc3ccccc3Cl)S(C)(=O)=O)cc2)CC1	1	1	10	0	-4	-11	x	-5
C[C@H]1CCCCO[C@H](CN(C)CC2CCCCC2)[C@@H](C)CN([C@@H](C)CO)C(=O)c2cc(NC(=O)Cc3ccccc3)ccc2O1	1	1[16.7 µM]	-26	1	-1	2	0.3	4
O=C(CCN1CCCCC1)NCC[C@@H]1CC[C@@H](NC(=O)C2CCC2)[C@@H](CO)O1	2	21[16.7 µM]	9	-2	-2	0	-0.5	6
C/C=C/c1cnc2c(c1)C(=O)N([C@@H](C)CO)C[C@@H](C)[C@H](CN(C)C(=O)Cc1ccccc1)O2	0	-2[16.7 µM]	-4	1	0	6	0.0	4
O=c1cc(-c2ccc(O)c(-c3c(O)cc(O)c4c(=O)cc(-c5ccc(O)cc5)oc34)c2)oc2cc(O)cc(O)c12	0	x	x	6	-1	-4	0.0	1
CO[C@@H]1CN(C)C(=O)c2ccc(NS(=O)(=O)c3ccccc3C)cc2OC[C@@H](C)NC[C@@H]1C	0	17[16.7 µM]	2	0	2	-7	0.0	7
C[C@H]1C(=O)N(C)CCN1C(=O)c1ccccc1OC1CCN(S(C)(=O)=O)CC1	x	x	-7	-1	x	-31	3.7	x
CCCCCCCC(=O)OCC(=O)[C@@]1(O)CC[C@H]2[C@@H]3CCC4=CC(=O)CC[C@]4(C)[C@H]3[C@@H](O)C[C@@]21C	2	2	-1	0	-3	-5	-0.1	11
COCc1cn(CC[C@H]2CC[C@H](NC(=O)Nc3ccccc3)[C@@H](CO)O2)nn1	63	x	17	-5	7	5	-0.1	-3
Cc1cc(C(=O)OCC(=O)N2C(C)CCCC2C)c(C)o1 (configuration not stated)	0	-3	-6	x	-6	x	x	6
CCOc1ccccc1CNC(=O)CCCc1cn(C)c2ccccc12	0	1	-9	-3	x	-14	0.3	-7
NC(=O)CSc1nnc(-c2ccncc2)o1	x	-2	-11	-2	x	-10	x	x
Cc1ccc(C(=O)NC2CCCc3c2cnn3-c2ccc(F)cc2F)cn1 (configuration not stated)	-3	3	x	0	-3	-13	-0.5	11
COCCN(Cc1ccccc1)C(=O)c1c(C)nn(-c2ccccc2)c1C	-2	-8	0	21	3	-9	-0.3	-3
CCN(c1ccc(OC)cc1)S(=O)(=O)c1ccc2c(c1)NC(=O)CS2	-15	3	-28	2	0	-3	x	-6

Quoted at random: 6 entries already listed.
SMILES	Cneo AK release	miR-122 sensor	PGC1a acetyl inh	ERAP1 inh	PglD DTNB	RAD52 anneal inh	E-sel inducer	RAD54 inh
CCc1ccc(NC(=O)c2ccc(-n3cncn3)c([N+](=O)[O-])c2)cc1	0	4	-1	2	6	-10	-0.1	4
CCOC(=O)N1CCN(C(=O)c2ccc(N(Cc3ccccc3Cl)S(C)(=O)=O)cc2)CC1	1	1	10	0	-4	-11	x	-5
CCCN1C[C@H](C)[C@@H](OC)CN(C)C(=O)c2cc(NC(=O)COC)ccc2OC[C@@H]1C	-2	-10[16.7 µM]	0	x	5	x	0.5	12
COCCN(Cc1ccccc1)C(=O)c1c(C)nn(-c2ccccc2)c1C	-2	-8	0	21	3	-9	-0.3	-3
O=C(c1cc(COc2ccc3ncccc3c2)on1)N1CCC[C@H]1CO	3	-7	-1	1	-5	-6	-0.1	-3
Cc1ccc(C(=O)NC2CCCc3c2cnn3-c2ccc(F)cc2F)cn1 (configuration not stated)	-3	3	x	0	-3	-13	-0.5	11

Remaining list, next part:
SMILES	Cneo AK release	miR-122 sensor	PGC1a acetyl inh	ERAP1 inh	PglD DTNB	RAD52 anneal inh	E-sel inducer	RAD54 inh
CC1C(=O)N(Cc2ccc([N+](=O)[O-])cc2)c2ccccc2N1C(=O)c1c(F)cccc1F (configuration not stated)	10	4	-7	0	1	-11	-0.1	2
Cc1cccc(C(=O)NC(=S)N(C)C2CCCCC2)c1	5	-1	x	-2	8	-6	1.1	-5
CCc1nc2ccc(C(=O)NCCc3c[nH]c4ccccc34)cn2c1N(C=O)CCC(C)C	1	-2	x	-1	-8	-101	x	9
O=S(=O)(NC1CCCC1)c1ccc(F)cc1F	0	14	0	1	4	-13	-0.2	0
CCCNC(=O)N1C[C@@H](C)[C@H](OC)CN(C)C(=O)c2ccc(NS(C)(=O)=O)cc2OC[C@@H]1C	2	-2[16.7 µM]	4	0	2	-6	-0.1	5
COc1ccccc1CNC(=O)/C(C#N)=C/c1ccc(OC)c(OC)c1OC	-1	-4	-9	-2	1	-22	x	7
CC(C)c1ccc(CC(=O)N2CCC2(C)C(=O)Nc2ccc3c(c2)OCO3)cc1 (configuration not stated)	-1	6	-7	-4	1	-6	-0.2	2
CN(C)C(=O)C[C@@H]1C[C@H]2c3cc(NC(=O)CC4CC4)ccc3O[C@H]2[C@H](CO)O1	-2	6[16.7 µM]	7	-3	0	-7	0.0	10
C[C@H](CO)N1C[C@H](C)[C@@H](CN(C)C(=O)NC2CCCCC2)Oc2ccc(NS(=O)(=O)c3cccs3)cc2CC1=O	-1	0[16.7 µM]	6	1	-1	-1	0.5	6
Cc1ccccc1N1C(=O)C2C3C=CC(C2C1=O)N(C)C3=O (configuration not stated)	0	30	x	x	-1	x	x	-11
Cc1ccc(Cn2cnc3sc4c(c3c2=O)CCC4)c(C)c1	1	-2	9	x	-4	x	x	-5
C[C@@H]1CN([C@H](C)CO)C(=O)c2cc(-c3ccc(F)cc3)cnc2O[C@@H]1CN(C)Cc1ccccn1	1	-1[16.7 µM]	-7	1	-3	-1	0.0	-8

The order is random; overall some 1.4% were active at least once.
